mABHD4 FP = inhibitors of mouse ABHD4; Q8VD66; purified mABHD4, FP-Rh probe fluorescence polarization; 370,000 compounds, 0.54% hits; inhibition, % at 8.92 µM;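 active means inhibition exceeding the mean over every tested compound plus 3 SD, cut at about 30% in these data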;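 further: 0% = plate median of compound wells and 100% = S159A mutant with DMSO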
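Assay system: Wild-type mouse ABHD4 protein | Medium: HEPES pH 7.0 buffer, 150 mM NaCl, 0.01% Pluronic F-127 | Incubation: Enzyme–compound pre-incubation 45 min, then probe 60 min, both 25 °C | Technique: Fluorescence polarization with parallel and perpendicular emission, 525/598 nm | Evaluation: % inhibition of FP-Rh probe binding versus controls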
rCAG binder = molecules binding r(CAG) RNA repeats | r(CAG) RNA repeat, TO-PRO-1 dye displacement fluorescence | inhibition, % at 3 µM | 370,000 compounds, 1.3% hits | AID 651821;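 active means inhibition above the plate cutoff, the mean of all test compounds on that plate plus 3 SD, cut at about 35% in these data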;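 further: 0% = DMSO alone and 100% = 100 µM mitoxantrone as full dye displacement; higher means more dye released from RNA so lower well fluorescence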
GC-B act = GC-B (human) receptor activation; 370,000 compounds, 0.11% hits; activation, % at 10 µM; HEK293-GC-B cells, CNP EC30, cGMP TR-FRET; 0% at EC30 CNP, 100% saturating CNP; P20594;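 active means activation at 10 µM reaching about 35% in either raw or pattern-adjusted values, limit read from the data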
PRMT1 FP inh = inhibitors of human PRMT1; Q99873; AID 652257; recombinant PRMT1, activity-based probe fluorescence polarization; inhibition, % at 2.79 µM; 370,000 compounds, 1.3% hits;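 active means inhibition above about 21% made by adding two undisclosed values, limit read from the data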
Target sequence (Q99873 whole entry, looked up): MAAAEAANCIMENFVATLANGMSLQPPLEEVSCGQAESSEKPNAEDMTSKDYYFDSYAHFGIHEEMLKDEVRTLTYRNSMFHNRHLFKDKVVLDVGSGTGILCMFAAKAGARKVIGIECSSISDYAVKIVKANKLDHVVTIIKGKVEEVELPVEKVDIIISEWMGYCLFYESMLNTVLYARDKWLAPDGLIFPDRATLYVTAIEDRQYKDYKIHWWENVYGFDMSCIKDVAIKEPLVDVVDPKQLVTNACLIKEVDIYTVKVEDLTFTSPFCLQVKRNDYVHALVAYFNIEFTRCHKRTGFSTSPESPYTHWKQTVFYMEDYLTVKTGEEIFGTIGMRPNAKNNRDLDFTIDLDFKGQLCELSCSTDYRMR
MBD2 DNA inh = MBD2-methylated oligo binding inhibition; TR-FRET, MBD2 binding to methylated oligonucleotide; AID 686964; Q9UBB5; inhibition, % at 4.4 µM; 370,000 compounds, 0.31% hits; in the data active means inhibition above about 13%
HTRA1 inhibitor = inhibitors of human serine peptidase HTRA1; 340,000 compounds, 0.5% hits; Q92743; recombinant HTRA1, FP-rhodamine activity-based probe, fluorescence polarization; inhibition, % at 5.96 µM; in the data active means inhibition above about 36%;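 further: 0% = enzyme with DMSO and 100% = wells lacking enzyme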
Target sequence (Q92743 whole entry, looked up): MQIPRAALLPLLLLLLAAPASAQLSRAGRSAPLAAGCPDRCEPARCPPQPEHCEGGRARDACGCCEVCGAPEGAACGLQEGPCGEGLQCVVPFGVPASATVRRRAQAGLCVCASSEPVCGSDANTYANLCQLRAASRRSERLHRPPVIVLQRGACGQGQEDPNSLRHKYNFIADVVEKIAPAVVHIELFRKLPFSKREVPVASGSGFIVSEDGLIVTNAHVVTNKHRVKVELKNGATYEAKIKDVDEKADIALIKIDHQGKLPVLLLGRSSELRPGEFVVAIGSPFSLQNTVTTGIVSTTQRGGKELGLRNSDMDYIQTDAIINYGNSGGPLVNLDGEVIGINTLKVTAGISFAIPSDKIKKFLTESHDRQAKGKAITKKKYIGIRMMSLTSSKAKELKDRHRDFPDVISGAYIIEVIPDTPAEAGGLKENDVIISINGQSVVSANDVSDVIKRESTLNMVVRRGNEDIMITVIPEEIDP
TCR-CD3 inh = blocks the human TCR-CD3 interaction | TAMRA-labeled TCR probe fluorescence, biochemical | inhibition, % at 9.4 µM | 360,000 compounds, 0.37% hits; in the data active means inhibition above about 19%;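 further: recombinant mutant TCR 2C K166C tagged with TAMRA read by polarization; 0% = receptor in buffer alone and 100% = receptor with positive control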
LEDGF integ inh = blocks HIV-1 LEDGF/p75-dependent DNA integration. AID 743269. inhibition, % at 3.7 µM. 370,000 compounds, 0.64% hits. TR-FRET IN-LEDGF/p75 DNA integration, Eu/Cy5;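 active means inhibition above the screen-wide mean plus 3 SD, cut at about 13% in these data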;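 further: signal is the Cy5 over europium emission ratio at 671 and 618 nm; 0% = plate median of compound wells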
SIAE primary = human SIAE inhibition, primary screen; Q9HAT2; SIAE FP-Rh probe binding, fluorescence polarization; inhibition, % at 9.66 µM; 370,000 compounds, 0.69% hits;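 active means inhibition above a cutoff: mean of compounds within the control limits plus 3 SD of those, cut at about 17% in these data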;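 further: 0% = plate median of compound wells and 100% = probe without SIAE protein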
TDP2 absorb = TDP2 (human) inhibition, absorbance primary screen. recombinant TDP2, T5PNP hydrolysis, p-nitrophenol absorbance 415 nm. inhibition, % at 12.8 µM. AID 720702. 370,000 compounds, 0.34% hits. O95551;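 active means inhibition above the mean of all tested compounds plus 3 SD, set per campaign, cut at about 25% in these data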;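 further: 0% = DMSO with enzyme and 100% = buffer with substrate but no TDP2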
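Test system: Human TDP2 enzyme | Reagent: 5 mM T5PNP | Compound dosing: 12.8 µM single point, 1% DMSO | Incubation: Enzyme reaction with compound for 2 h at 37 °C | Technique: p-Nitrophenol epi absorbance | Read-out: % inhibition relative to enzyme-containing and enzyme-free wells | Benchmarks: High control without enzyme, low control DMSO plus TDP2 | Replicates: Singlicate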
An asterisk follows results filed as active; · = no result given. This is a subset; count on the stated rates, not on these rows.

SMILES | mABHD4 FP | rCAG binder | GC-B act | PRMT1 FP inh | MBD2 DNA inh | HTRA1 inhibitor | TCR-CD3 inh | LEDGF integ inh | SIAE primary | TDP2 absorb
Cc1cccc(C)c1NC(=S)/C(=C(\[O-])c1cccs1)[n+]1ccccc1 | -1 | 0 | 3 | 14 | 5 | 5 | -6 | -2 | -1 | 1
CCOc1ccc(S(=O)(=O)N2CCCCC2)cc1NS(=O)(=O)c1cccs1 | 12 | 16 | 0 | -17 | -1 | -4 | 6 | -1 | 3 | -2
c1ccc(Cn2ncc3c(NCc4ccco4)ncnc32)cc1 | 5 | 0 | -5 | 2 | 5 | 10 | -11 | -4 | -2 | 1
CCN(CC)c1ccc(/C=N/NC(=O)c2cccc(S(=O)(=O)Nc3ccccc3OC)c2)c(O)c1 | 23 | 19 | 3 | -2 | 2 | 36* | 15 | -5 | 35* | -3
N#C/C(=N\Nc1ccc(Cl)cc1)C(=O)c1ccccc1 | 2 | 59* | 5 | 0 | -4 | 9 | -2 | -1 | 4 | -8
COc1ccccc1NC(=O)CN(c1ccccc1)S(=O)(=O)c1ccccc1 | -10 | 3 | -6 | -7 | 1 | -42 | -4 | 2 | -4 | 6
COc1cc(C(=O)Nc2ccc3c(c2)OCCO3)c(-n2cnnn2)cc1OC | 2 | 4 | 3 | 2 | 0 | 1 | 2 | -1 | 9 | 0
CCN1C(=O)[C@H]2[C@@H](c3ccc(OC)cc3)N[C@]3(CCCN(Cc4ccc(Br)cc4)C3=O)[C@H]2C1=O | -8 | 3 | -1 | -2 | 3 | -2 | -4 | -2 | -8 | -14
O=C1CN(C(=O)c2ccc(Cl)c(S(=O)(=O)N3CCc4ccccc43)c2)c2ccccc2N1 | 1 | 10 | -6 | 3 | 1 | -28 | -6 | -1 | -79 | 4
O=C1OCC2=C1C(c1ccccc1)CC(=O)N2c1cccc(F)c1 (centres undefined) | 3 | -3 | 4 | 4 | -4 | 6 | -3 | -7 | -3 | -7
O=C1CCCC2=C1Sc1ccc(Cl)cc1N2 | 5 | -10 | 2 | 9 | -13 | 13 | -2 | -6 | 7 | -3
Cc1cccc(C)c1NC(=O)COC(=O)C1Cc2ccccc2CN1C(=O)c1ccccc1 (centres undefined) | -19 | -5 | 5 | -1 | -4 | -10 | 2 | 1 | 6 | 8
CCc1ccc2c(CN3CCN(S(=O)(=O)c4ccc5c(c4)OCCO5)CC3)cc(=O)oc2c1 | 9 | 5 | 2 | -2 | -4 | -23 | 8 | -1 | 2 | -3
NC(=O)COC(=O)C1CSC2(c3ccc(F)cc3)CCC(=O)N12 (centres undefined) | 3 | 3 | 3 | 1 | 4 | -1 | 9 | 1 | -6 | -4
Cc1ccccc1C(=O)N1CCC(C(=O)N(CC(C)C)c2c(N)n(CC(C)C)c(=O)[nH]c2=O)CC1 | -7 | 1 | -9 | -1 | 7 | 0 | -2 | -1 | 8 | -3
O=C(O)c1ccc(N=c2oc3cc(O)ccc3cc2C(=O)NCc2ccccc2)cc1 | -1 | 23 | -10 | 6 | -2 | -8 | -7 | -1 | -2 | -11
CCOC(=O)[C@]12CCCCC/C=C\1N(CCc1ccc(Cl)cc1)C(=O)[C@H]2CC(=O)NCCCOC | -2 | 0 | -8 | -1 | -5 | · | · | -2 | -2 | 5
O=C(NCc1ccc(F)cc1)C(c1cccs1)N(C(=O)c1csnn1)C1CC1 (centres undefined) | 0 | 2 | -1 | 3 | 3 | 4 | 4 | -2 | 0 | 7
CCOc1c(Br)cc(C(=O)Nc2cccc(S(=O)(=O)N3CCOCC3)c2)cc1OC | -30 | 7 | 4 | -6 | -4 | -25 | 4 | 2 | -35 | -6
CCCCOCC1CN(CCCC)S(=O)(=O)c2c(Oc3ccc(F)cc3)cccc2O1 (centres undefined) | 4 | 2 | 0 | 0 | -4 | · | 1 | -1 | 0 | 1
CCOc1ccc(OCC)c(NC(=O)CN(c2ccc(C)cc2)S(=O)(=O)c2c(C)noc2C)c1 | -2 | 0 | -6 | 0 | 4 | 1 | 2 | 2 | -2 | -4
CN1C(=O)C2C(c3ccc(N(C)C)cc3)=NN(Cc3ccccc3)C2C1=O (centres undefined) | 2 | -4 | 1 | -1 | 2 | 5 | 3 | -2 | -2 | -5
Cc1ccc(NC(=O)CSc2nc3c(c(=O)[nH]2)CCCC3)cc1C | -2 | 3 | -17 | -1 | 2 | 0 | -3 | 1 | 1 | -3
CCCCCN1CSC(=S)N(Cc2ccccc2)C1 | -2 | 0 | 1 | 7 | -1 | 0 | 7 | 0 | -5 | 5
CC(Oc1ccc(Cl)cc1Cl)C(=O)NNC(=O)c1ccncc1 (centres undefined) | -2 | 0 | 2 | -2 | -4 | 0 | 1 | 3 | -2 | -10
CCC(C(=O)NCCc1ccco1)n1nc(C)c2c(C)n(-c3ccccc3)nc2c1=O (centres undefined) | 5 | -4 | 3 | -4 | 2 | -3 | -1 | 1 | 1 | -6
CCOC(=O)c1cn(CC)c2c(ccc3ccccc32)c1=O | -1 | 0 | -13 | -1 | -4 | -16 | 7 | -2 | -2 | 9
C=CCn1c2ccccc2c(=O)c2cc(C#CC3(O)CCCCC3)ccc21 | 5 | 2 | 0 | 4 | 2 | -35 | -7 | 2 | -25 | -6
Clc1ccc(-c2ccc(CN3CCCCC3)o2)cc1 | -5 | -3 | 0 | 6 | 8 | 4 | -5 | 8 | -8 | -7
CCn1c(SCC(=O)NNC(=O)Cc2ccccc2)nnc1-c1ccncc1 | 5 | -2 | 1 | -1 | -5 | 3 | -2 | 2 | 9 | 14
O=C(NC1CCCCC1)c1cccc2c1C(=O)c1ccc(-c3ccc(OC(F)(F)F)cc3)cc1S2(=O)=O | 2 | 1 | -1 | 0 | -5 | 2 | 7 | 1 | 0 | -6
O=C(O/N=C\c1ccc(N2CCCCC2)c([N+](=O)[O-])c1)c1ccc(Cl)cc1Cl | 2 | 6 | -5 | 0 | 2 | 8 | -16 | -1 | -1 | -4
CCN(CC)c1ccc([N+](=O)[O-])cc1C(=O)O | -9 | 1 | 1 | -2 | -9 | 6 | -5 | 4 | 0 | -26
Cc1ccc(N(C)S(=O)(=O)c2cccc(C(=O)Nc3ccc(C)cn3)c2)cc1 | 5 | 0 | -2 | -2 | 2 | -16 | 3 | 1 | -5 | 6
CCN1CCN(c2ccc(S(=O)(=O)N3CCCCC3)cc2NC(=O)c2cc3ccccc3o2)CC1 | 1 | 3 | -5 | 0 | 3 | -27 | -2 | 0 | -11 | 11
CC(NC(=O)c1ccccc1F)c1cccc2ccccc12 (centres undefined) | -4 | 0 | -8 | -2 | -1 | 3 | 0 | 0 | -2 | -3
C/C(=N\NC(=O)CNc1cccc(C(F)(F)F)c1)c1cccs1 | 1 | 0 | 3 | 0 | 1 | -8 | -7 | -4 | -6 | -1
CCOc1ccccc1NC(=O)CCNS(=O)(=O)c1ccc(NC(C)=O)cc1 | -7 | 0 | 2 | -6 | 2 | 0 | 3 | 3 | -8 | -23
C=CCSc1nnc(NC(=O)c2cccc(S(=O)(=O)N(C)c3ccccc3)c2)s1 | -7 | 48* | 3 | -1 | -8 | -10 | 3 | -1 | -7 | -4
C=CCN1C(=O)C(C)(C)Nc2ccccc21 | 1 | -3 | 3 | -2 | -1 | 6 | 4 | -2 | -1 | 4
CN1C(=O)[C@@H]2[C@H](C1=O)[C@@H]1C(=O)Nc3ccccc3C(=O)N1[C@@H]2c1ccc(Br)cc1 | 7 | -3 | -4 | 2 | 0 | 3 | 7 | 2 | -6 | -4
O=C(NN=C1CCCCCC1)c1cc2ccccc2cc1O | 22 | 30 | -4 | -1 | 5 | 11 | -2 | 0 | 14 | 10
CS(=O)(=O)c1nc(S(=O)(=O)c2ccc(Cl)cc2)c(NCCCN2CCOCC2)s1 | 3 | -4 | 2 | -1 | 2 | 0 | -2 | 2 | 6 | 27*
COc1cc(C(=O)Nc2cccc(-c3nc4ccccc4o3)c2C)cc(OC)c1OC | -11 | 3 | -2 | -2 | 4 | -4 | 3 | -3 | -9 | -19
COc1ccccc1NC(=O)C(C)OC(=O)Cc1ccsc1 (centres undefined) | 2 | -3 | -3 | -2 | -5 | -4 | -1 | 1 | 5 | -2

Some entries already given, limited to rCAG binder:
SMILES,rCAG binder
O=C(O/N=C\c1ccc(N2CCCCC2)c([N+](=O)[O-])c1)c1ccc(Cl)cc1Cl,6
CCN(CC)c1ccc([N+](=O)[O-])cc1C(=O)O,1

Two neighbouring compounds from above:
SMILES | mABHD4 FP | rCAG binder | GC-B act | PRMT1 FP inh | MBD2 DNA inh | HTRA1 inhibitor | TCR-CD3 inh | LEDGF integ inh | SIAE primary | TDP2 absorb
O=C(NC1CCCCC1)c1cccc2c1C(=O)c1ccc(-c3ccc(OC(F)(F)F)cc3)cc1S2(=O)=O | 2 | 1 | -1 | 0 | -5 | 2 | 7 | 1 | 0 | -6
O=C(O/N=C\c1ccc(N2CCCCC2)c([N+](=O)[O-])c1)c1ccc(Cl)cc1Cl | 2 | 6 | -5 | 0 | 2 | 8 | -16 | -1 | -1 | -4

Next part.
SMILES | mABHD4 FP | rCAG binder | GC-B act | PRMT1 FP inh | MBD2 DNA inh | HTRA1 inhibitor | TCR-CD3 inh | LEDGF integ inh | SIAE primary | TDP2 absorb
N#C/C(=C\c1ccncc1)C(=O)Nc1ccc(C(=O)O)cc1 | -11 | 0 | 3 | -3 | -1 | 3 | 3 | 9 | -12 | -23
c1coc(CNc2c3c(nc4ncnn24)CCC3)c1 | -9 | -1 | 8 | 4 | 7 | 13 | 2 | 2 | 1 | -15
Cc1cc(OCC(=O)Nc2nnc(C3CC3)s2)ccc1Cl | 0 | 4 | -3 | -4 | -2 | -2 | 4 | 5 | -10 | 7
CCCCC(=O)NCCNc1nc2c(c(=O)n(C)c(=O)n2C)n1Cc1ccccc1 | 6 | -5 | 2 | -3 | 0 | 2 | 1 | 1 | 3 | 7
N/C(=N\OC(=O)CCCOc1ccccc1)c1ccc([N+](=O)[O-])cc1 | 1 | 0 | 1 | -2 | -3 | 9 | 4 | 1 | 0 | 3
CC1CCCCC12NC(=O)N(CC(=O)OCC(=O)NC(=O)c1ccccc1)C2=O (centres undefined) | -3 | -1 | -3 | -5 | -3 | 2 | 1 | 6 | -1 | 3
Cc1nnc(NC(=O)CCC(=O)N2CCN(CCOc3cccc4ccccc34)CC2)s1 | 15 | 1 | -3 | -11 | 1 | · | 2 | 4 | -4 | -1
Cc1ccc(N(CC(=O)NN=C2CCN(C)CC2)S(=O)(=O)c2ccccc2)c(C)c1 | -17 | 7 | 4 | 0 | 4 | -19 | -4 | 5 | -2 | -18
CC1CCCN(CCCOc2ccc(Br)cc2Cl)C1 (centres undefined) | 9 | -3 | -13 | 0 | -6 | -6 | 3 | 5 | 3 | 9
CCN1C(=O)CC(N2CCN(C(c3ccccc3)c3ccccc3)CC2)C1=O (centres undefined) | -2 | -5 | -5 | 0 | -1 | 0 | 8 | -2 | -5 | -11
CCC(C)N(C(=O)C(F)(F)F)C(C(=O)NC1CCCCC1)c1ccncc1 (centres undefined) | 6 | -5 | 2 | 2 | 6 | 4 | 8 | -3 | 3 | 12

Assay outcomes (PubChem)
